# OPRM1-OPRD1 ag – agonists of human mu-delta opioid receptor heterodimerization; hit rate 0.3% among 340,000; P35372+P41143; activation, % at 9.3 µM; cells, OPRM1-OPRD1 heterodimerization, luminescence; in the data active = activation above about 18%;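 also: 0% = vehicle-treated cells and 100% = reference agonist; values of inactives mirror those of a sister screen read the other way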
# Pemphigus Ab inh – human desmoglein-3 autoantibody binding inhibition. AID 588358. DSG3-coupled beads, scFv-anti-DSG3-GFP binding, flow cytometry; active compounds read low. hit rate 0.48% among 310,000. P32926. binding (percent of control), % at 10 µM;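 active = binding more than 3 SD below its plate's average and above zero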;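 also: hits lower antibody fragment binding to DSG3; some compounds called inactive have numbers as strong as hits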
# Target sequence (P32926 whole entry, looked up, the tested form may be a part): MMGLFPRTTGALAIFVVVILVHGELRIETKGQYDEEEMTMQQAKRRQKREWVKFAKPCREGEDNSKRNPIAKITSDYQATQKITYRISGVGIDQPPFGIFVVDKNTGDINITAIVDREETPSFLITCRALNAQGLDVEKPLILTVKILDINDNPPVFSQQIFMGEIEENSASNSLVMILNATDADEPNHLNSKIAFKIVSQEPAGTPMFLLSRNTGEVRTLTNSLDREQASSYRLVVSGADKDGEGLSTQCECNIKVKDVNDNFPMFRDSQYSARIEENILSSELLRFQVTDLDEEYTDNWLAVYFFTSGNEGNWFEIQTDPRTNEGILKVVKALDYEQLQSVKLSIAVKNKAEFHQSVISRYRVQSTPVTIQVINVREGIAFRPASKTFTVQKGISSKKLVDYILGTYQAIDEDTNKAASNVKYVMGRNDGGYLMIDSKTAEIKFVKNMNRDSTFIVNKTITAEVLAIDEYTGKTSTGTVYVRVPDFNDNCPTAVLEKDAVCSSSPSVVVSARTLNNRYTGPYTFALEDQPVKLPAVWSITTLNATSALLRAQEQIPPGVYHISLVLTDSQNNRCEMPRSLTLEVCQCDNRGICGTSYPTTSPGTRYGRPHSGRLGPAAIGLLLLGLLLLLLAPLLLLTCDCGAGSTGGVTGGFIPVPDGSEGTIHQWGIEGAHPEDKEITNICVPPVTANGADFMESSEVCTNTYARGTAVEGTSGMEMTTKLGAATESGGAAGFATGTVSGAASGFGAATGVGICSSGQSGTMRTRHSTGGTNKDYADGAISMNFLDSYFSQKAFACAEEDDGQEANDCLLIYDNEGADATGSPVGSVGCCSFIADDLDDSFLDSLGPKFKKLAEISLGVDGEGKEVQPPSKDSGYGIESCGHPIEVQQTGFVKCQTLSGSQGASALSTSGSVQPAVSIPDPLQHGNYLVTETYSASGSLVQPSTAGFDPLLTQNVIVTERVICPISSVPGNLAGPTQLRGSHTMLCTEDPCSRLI
# PKA-R1A activ – activates the PKA-R1A holoenzyme complex; P00514+P68181; PKA-R1A dissociation, Cy5-IP20 fluorescence polarization; scaled: DMSO 0%, 113 µM cGMP 100%; activation, % at 11.4 µM; hit rate 0.083% among 340,000;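 active = percent activation above the mean of all tested compounds plus 3 SD, cut at about 19% in these data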;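 also: higher means more PKAc released from R1A so a rise in polarization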
# E coli growth – reduces bacterial viability in AddAB counter-screen | E. coli V3065 growth, OD600 absorbance, 18 h | inhibition, % at 11.9 µM | hit rate 0.27% among 330,000 | AID 449728;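 active = inhibition above the campaign's mean inhibition across all tested compounds plus 3 SD, cut at about 9.9% in these data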;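 also: uninfected addAB+ strain grown without phage in ampicillin broth; 0% = DMSO wells and 100% = ciprofloxacin 0.95 µg/ml wells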
# phage Ecoli inh – E. coli growth loss with phage present; growth absorbance; inhibition, % at 11.9 µM; hit rate 0.26% among 360,000; in the data active = inhibition above about 11%
# HTR5A inv ctr – HTR5A inverse agonism, opioid heterodimer counter-screen; P47898; HTR5A cell line, luminescence; inhibition, % at 9.3 µM; hit rate 0.083% among 340,000; AID 504634; in the data active = inhibition mostly above about 23%, no sharp cut-off; inactive = mostly below about 18%;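 also: 0% = cells with DMSO and 100% = no-cell wells with DMSO; some compounds called inactive have numbers as strong as hits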
# PfHsp90 yeast 2 – growth inhibition of yeast expressing Plasmodium Hsp90; S. cerevisiae expressing PfHsp90, BacTiter-Glo ATP, 48 h; yeast lacking PDR1 and PDR3 efflux regulators; inhibition, % at 9.4 µM; hit rate 0.32% among 310,000;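 active = every replicate shows inhibition above about 80%, whatever the replicate mean, limit read from the data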;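 also: 0% = DMSO neutral controls and 100% = 20 µM radicicol positive controls; yeast relying on Plasmodium falciparum Hsp90 in place of its own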
# SUMO Mot1 rescue – SUMOylation pathway inhibition by Mot1-301 growth rescue. S. cerevisiae Mot1-301 growth rescue, ATP luminescence, 38.5C; percent above DMSO median, 100 means doubled. hit rate 1% among 320,000. growth rescue, % at 18.8 µM;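 active = every valid replicate shows activation above 250% relative to neutral control wells; inactive = the rest, any valid replicate at or below 250%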;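 also: OY570 slx delta 5 strain wells were the positive control but not used for scaling; some compounds called inactive have numbers as strong as hits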
# HTR5A ag – activates human HTR5A in OPRM1-OPRD1 agonist counter-screen; P47898; HTR5A agonist assay, luminescence, cell-based; activation, % at 9.3 µM; hit rate 0.61% among 340,000; in the data active = activation mostly above about 9.5%, no sharp cut-off; inactive = mostly below about 7.6%;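 also: 0% = cells with vehicle only and 100% = reference agonist; strong numbers were not always called active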
# AddAB inh – less growth of phage-infected E. coli with AddAB; hit rate 0.29% among 330,000; E. coli expressing H. pylori AddAB, absorbance growth; inhibition, % at 11.9 µM; in the data active = inhibition above about 12%;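 also: 0% = vehicle wells of infected cells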
# MOR-DOR inv ag – inverse agonists of human mu-delta opioid receptor heterodimerization. hit rate 0.21% among 340,000. cell-based MOR-DOR heterodimer luminescence, inverse agonism. AID 504357. P35372+P41143. inhibition, % at 9.3 µM; in the data active = inhibition above about 22%, passing the limit was not always enough;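 also: 0% = cells with DMSO and 100% = wells without cells with DMSO; values of inactives mirror those of a sister screen read the other way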
# * hit, by the source's call; / = no result given.
# Start of the data: the first 8 entries (preview)
SMILES,OPRM1-OPRD1 ag,Pemphigus Ab inh,PKA-R1A activ,E coli growth,phage Ecoli inh,HTR5A inv ctr,PfHsp90 yeast 2,SUMO Mot1 rescue,HTR5A ag,AddAB inh,MOR-DOR inv ag
C/C(=N\NC(=O)c1cc(Br)ccc1O)c1cccs1,0.0,88,-16,-1.5,0.5,12,12,20,-5,3.4,0
O=C(COC(=O)c1nsc(Cl)c1Cl)NC1CCCCC1,1.3,127,-1,-0.9,1.1,9,12,175,1,1.8,-11
O=C(c1ccc(NS(=O)(=O)c2cccs2)cc1)N1CCCCC1,-1.2,98,-5,-0.5,2.8,-1,/,7,0,3.1,7
Nc1nc(=S)c2ncn([C@@H]3O[C@H](CO)[C@@H](O)[C@H]3O)c2[nH]1,-1.7,112,-9,76*,72*,-24,-3,-2,-5,89*,10
CC(C)n1nc(C(=O)Nc2cccc(S(=O)(=O)NCc3ccco3)c2)c2ccccc2c1=O,-0.8,96,-3,0.0,-1.2,-11,29,/,-3,2.2,4
Cc1ccc(-n2c(SCc3ccc([N+](=O)[O-])cc3)nc3ccccc3c2=O)cc1,0.6,96,2,0.8,-0.9,-3,-2,-13,2,0.8,-3
C[C@H](O)[C@@H](C(=O)N1CCN(C(=O)OC(C)(C)C)CC1)n1cc(CCCCNC(=O)OC(C)(C)C)nn1,-2.5,105,-4,-2.6,2.0,-1,-7,-8,2,2.0,15
O=C(CNC(=O)C12CC3CC(CC(C3)C1)C2)N/N=C\c1ccco1,-2.8,103,-12,1.9,2.2,-17,-4,-4,4,1.1,16

# All compounds of this part, previewed entries included:
SMILES,OPRM1-OPRD1 ag,Pemphigus Ab inh,PKA-R1A activ,E coli growth,phage Ecoli inh,HTR5A inv ctr,PfHsp90 yeast 2,SUMO Mot1 rescue,HTR5A ag,AddAB inh,MOR-DOR inv ag
C/C(=N\NC(=O)c1cc(Br)ccc1O)c1cccs1,0.0,88,-16,-1.5,0.5,12,12,20,-5,3.4,0
O=C(COC(=O)c1nsc(Cl)c1Cl)NC1CCCCC1,1.3,127,-1,-0.9,1.1,9,12,175,1,1.8,-11
O=C(c1ccc(NS(=O)(=O)c2cccs2)cc1)N1CCCCC1,-1.2,98,-5,-0.5,2.8,-1,/,7,0,3.1,7
Nc1nc(=S)c2ncn([C@@H]3O[C@H](CO)[C@@H](O)[C@H]3O)c2[nH]1,-1.7,112,-9,76*,72*,-24,-3,-2,-5,89*,10
CC(C)n1nc(C(=O)Nc2cccc(S(=O)(=O)NCc3ccco3)c2)c2ccccc2c1=O,-0.8,96,-3,0.0,-1.2,-11,29,/,-3,2.2,4
Cc1ccc(-n2c(SCc3ccc([N+](=O)[O-])cc3)nc3ccccc3c2=O)cc1,0.6,96,2,0.8,-0.9,-3,-2,-13,2,0.8,-3
C[C@H](O)[C@@H](C(=O)N1CCN(C(=O)OC(C)(C)C)CC1)n1cc(CCCCNC(=O)OC(C)(C)C)nn1,-2.5,105,-4,-2.6,2.0,-1,-7,-8,2,2.0,15
O=C(CNC(=O)C12CC3CC(CC(C3)C1)C2)N/N=C\c1ccco1,-2.8,103,-12,1.9,2.2,-17,-4,-4,4,1.1,16
Oc1ccc2ccccc2c1-c1sc(Nc2ccccc2)n[n+]1-c1ccc(F)cc1,5.4,160,-3,-0.1,0.3,-12,-14,2,2,-1.9,-31
CN(C)S(=O)(=O)c1ccc(C(=O)Nc2nnc(Cc3ccccc3)s2)cc1,-2.5,/,-2,1.4,3.1,14,-12,2,3,3.4,11
O=C(C1CC(=O)N(c2ccc(F)cc2)C1)N1CCN(c2ccccc2)CC1 (stereo unspecified),-2.5,108,-5,0.0,5.5,-20,5,-1,6,1.3,14
Cc1noc(C)c1COc1ccc(C(=O)NCC2CCCO2)cc1 (stereo unspecified),0.0,93,9,-3.6,1.3,3,3,2,2,-1.3,0
Cc1cc(C)c(CN2CCN(CCCn3cnc(C(=O)Nc4ccc(C)c(C)c4)n3)CC2)c(C)c1,6.2,108,10,/,2.7,-37,18,/,10,/,-29
CSc1ccc(CCNC(=O)C2CCCN(c3nn4c(=O)cc(C)nc4s3)C2)cc1 (stereo unspecified),-1.6,116,-5,1.2,1.3,4,10,17,-1,1.0,8
O=C(CN1C(=O)NC2(CCCC2)C1=O)N1CCCSC1=Nc1ccccc1,-2.4,99,3,/,4.0,10,-20,/,0,/,12
COc1ccc(C[C@H]2CN3C(=NC[C@H]3C)N2CCNC(=O)c2ccc(C)c(Br)c2)cc1,2.5,105,1,1.9,0.6,-11,1,2,-5,2.8,-14
COc1ccc(CC(=O)NCc2cccs2)cc1,-1.0,106,5,-1.5,0.7,3,/,-14,-2,-1.7,6
COc1c(F)c(F)cc2c(=O)c(C(=O)O)cn(C3CC3)c12,-2.0,100,-3,98*,95*,-5,3,40,1,98*,9
Clc1ccc(Nc2ncn[nH]2)c(Cl)c1,-1.8,99,-11,3.9,3.5,2,5,-4,-1,4.2,9
CCOC(=O)c1c(C)c(C(=O)Nc2ccc3c(c2)OCO3)c(C)n1C,-1.7,95,7,1.1,0.8,3,/,-20,2,0.3,9
COc1cccc(N=Cc2c(O)c3ccccc3oc2=O)c1,-1.2,93,7,1.9,0.6,25,-1,-7,2,2.3,6
Cc1cc(NC(=O)Nc2cccc(C)c2C)no1,-2.4,98,-4,0.7,2.5,-3,4,-2,1,3.2,12
Cc1ccc2sc(N3CCN(C(=O)C4=COCCO4)CC3)nc2c1C,1.6,106,-11,-2.1,1.3,14,0,200,6,-3.8,-10
O=C(NC(=S)Nc1cccc([N+](=O)[O-])c1)C1CCCC1,0.4,/,-8,1.7,1.6,2,14,-12,-1,1.3,-2
Nc1ccc(-c2nc3ncccc3o2)c(Cl)c1,-2.4,89,2,2.2,4.2,26,2,68,5,1.7,12

# New compounds follow:
SMILES,OPRM1-OPRD1 ag,Pemphigus Ab inh,PKA-R1A activ,E coli growth,phage Ecoli inh,HTR5A inv ctr,PfHsp90 yeast 2,SUMO Mot1 rescue,HTR5A ag,AddAB inh,MOR-DOR inv ag
Cc1onc(-c2ccccc2Cl)c1C(=O)Nc1ccc2c(c1)OCO2,-0.7,107,-3,0.3,2.5,-36,9,-7,6,2.4,4
COCCNC(=O)c1cc2c(-c3ccc(Cl)cc3)nn(C)c2s1,-1.1,106,1,1.8,0.3,-1,-20,-7,0,5.6,6
O=C(Cc1c[nH]c2ccccc12)NC1(C(=O)NC2CCCCC2)CCCCC1,-2.4,93,-9,-1.0,2.0,-4,-1,-10,1,0.3,15
Cc1ccc(NC(=O)Nc2cc(S(=O)(=O)N(C)C)ccc2C)cc1,-0.2,95,-3,1.9,5.3,-9,9,6,10,4.1,1
Cc1cnc(C(=O)OCc2csc(CC(=O)Nc3ccccc3C)n2)cn1,-1.9,/,-10,-0.6,2.0,-4,1,-6,-4,4.6,10
Cc1cccc(Cn2c(N3CCCCC3C)nc3c2c(=O)[nH]c(=O)n3C)c1 (stereo unspecified),4.9,97,2,-1.9,0.8,-9,-50,-3,4,1.6,-27
OCCCNc1ncnc2c1cnn2-c1ccc(Cl)cc1,-1.8,105,16,-0.7,0.4,-8,-17,44,2,0.4,8
Cc1ccc(OCCCC(=O)Nc2nc3ccccc3[nH]2)cc1,0.6,102,8,-0.9,0.1,11,10,/,-4,-2.7,-3
O=C(CN(C(=O)CCC(=O)Nc1ccccn1)c1ccc2c(c1)OCCO2)NCCc1ccccc1,-2.3,/,-5,1.3,3.9,11,-19,2,-4,2.6,10
COc1ccc(CCNC(=S)NC(=O)c2cccc([N+](=O)[O-])c2)cc1OC,-3.5,98,-1,2.7,1.9,-12,0,-13,5,-1.4,18
CC1CCCN(C(=O)c2sc3cc([N+](=O)[O-])ccc3c2Cl)C1 (stereo unspecified),1.4,112,-1,-0.9,2.1,10,4,-13,-5,3.0,-6
COc1ccccc1N1CCN(C(=O)c2ccc([N+](=O)[O-])s2)CC1,2.4,97,-3,0.7,1.2,-6,-3,265,7,2.1,-12
CC(=O)N1CCN(CC(=O)Nc2ccc(Cl)c(S(=O)(=O)N(C)C)c2)CC1,-2.7,82,-2,-0.8,3.6,-13,-7,-18,-2,-0.5,14
CS(=O)(=O)c1ccc2nc(NC(=O)c3ccc(NS(=O)(=O)c4ccc(F)c(F)c4)cc3)sc2c1,-1.7,104,-8,-1.1,0.1,8,-29,15,-3,-2.5,9
Cc1cc(C)c(-c2csc(NC(=O)C3=COCCO3)n2)c(C)c1,2.4,103,0,2.5,3.2,0,/,2,0,5.7,-15
COc1ccc(NS(=O)(=O)c2ccc(NC(=S)NC(=O)c3cccnc3)cc2)nn1,/,102,/,-1.6,5.4,/,-27,-3,/,1.7,/
CN(CC(=O)Nc1ccccc1C(=O)NC1CC1)Cc1ccc(N(C)C)cc1,-1.9,111,5,-1.2,-1.1,-22,-1,-5,9,1.1,8
CC(C)(C)c1cc(CCC(=O)NCc2cccnc2)cc(C(C)(C)C)c1O,9.6,105,11,/,-0.9,27,-15,-1,-1,/,-52
CCOC(=O)c1c(CN2CCOCC2)oc2ccc(OC(C)=O)cc12,-0.3,115,-1,0.9,-0.4,2,21,-3,-1,2.0,1
Nc1nonc1-n1nnc(C(=O)N/N=C/c2cccnc2)c1CSc1ccccc1,1.9,/,13,1.4,0.4,9,-9,46,-3,3.7,-10
Cc1oc(-c2ccccc2Cl)nc1CN(Cc1ccccn1)C[C@@H]1CCC(=O)N1,-1.4,108,-13,-0.2,2.5,8,8,131,0,2.0,10
NCC(c1ccco1)c1c[nH]c2ccccc12 (stereo unspecified),-1.2,93,-2,/,0.8,-5,-8,-2,2,/,6
COc1cc(C(C)=O)ccc1OCC(=O)NCC(c1ccc(F)cc1)N1CCOCC1 (stereo unspecified),-2.0,93,2,-0.5,2.7,5,/,9,-1,-0.3,11
O=C(Oc1ccccc1N1C(=O)C2CCCCC2C1=O)c1ccc(Cl)cc1 (stereo unspecified),0.3,96,-4,-1.2,2.1,-10,7,/,4,2.8,-1
Cc1c(Cl)cccc1NC(=O)CCN1CCOCC1,-2.1,96,8,-4.6,3.6,11,-22,-22,-8,1.6,11
COc1ccccc1OCCNc1nc2c(c(=O)n(C)c(=O)n2C)n1C,-1.4,/,5,-1.7,0.2,8,50,32,1,3.3,9
Cc1ccccc1-n1nnnc1SCc1csc(-c2ccccc2)n1,0.2,/,-20,1.9,2.5,16,12,4,4,4.0,-1
Cc1ccc(C)c(NC(=O)C[n+]2ccccc2)c1,-0.9,118,12,-1.3,0.8,-6,8,12,2,-0.2,4
CCOC(=O)Cn1c(=O)oc2cc(S(=O)(=O)N3CCN(C(=O)OCC)CC3)ccc21,-1.9,104,-11,2.5,0.9,2,-12,4,10,3.3,10
Cc1sc2nc(CSCC(=O)Nc3c(F)cccc3F)[nH]c(=O)c2c1C,-1.3,110,2,-0.2,1.5,-13,-34,15,5,0.8,7

# Assay outcomes (PubChem BioAssay)

# No enrichment for hits; overall some 3.2% were active at least once.
